V1aR counter: agonists of human V1a receptor, primary screen, counter-screen for OXTR agonist project, fluorescence, CHO-V1R cells | Vasopressin V1a receptor (Homo sapiens), P37288 | Fluo-8 calcium fluorescence, agonist mode; 0% DMSO, 100% 3 nM vasopressin | activation, % at 3 µM | 0.25% of 320,000 active | AID 2797, 2010;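 active means activation above the mean activation of all tested compounds plus 3 SD, per screening run, cut at about 20% in these data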;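 further: signal is peak over basal fluorescence ratio across a 100 second FLIPR read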
Target sequence (P37288 whole entry, looked up): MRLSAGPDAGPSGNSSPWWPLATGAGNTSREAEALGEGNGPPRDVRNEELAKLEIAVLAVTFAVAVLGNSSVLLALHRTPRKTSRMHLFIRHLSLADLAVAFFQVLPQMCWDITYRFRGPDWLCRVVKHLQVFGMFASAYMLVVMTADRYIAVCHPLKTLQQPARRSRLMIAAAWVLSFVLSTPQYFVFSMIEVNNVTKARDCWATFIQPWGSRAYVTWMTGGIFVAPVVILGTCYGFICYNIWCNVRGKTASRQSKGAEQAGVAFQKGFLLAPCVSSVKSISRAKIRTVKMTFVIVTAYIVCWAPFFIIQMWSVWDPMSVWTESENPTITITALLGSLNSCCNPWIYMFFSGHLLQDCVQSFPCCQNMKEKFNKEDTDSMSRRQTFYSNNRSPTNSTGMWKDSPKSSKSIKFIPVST
CHO-K1 Ca antag: nonselective inhibitor or artifact in parental CHO-K1 cells; ATP-induced calcium, Fluo-8 fluorescence; inhibition, % at 3 µM; 0.6% of 360,000 active; AID 602250;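 active means inhibition above a per-plate cutoff, the plate's mean sample inhibition plus 3 SD, cut at about 24% in these data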;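 further: 0% = DMSO plus EC80 ATP and 100% = DMSO alone without ATP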
GPR7 antag: GPR7 receptor antagonists, primary screen, cell-based, fluorescence, single concentration | AID 1861, 2009 | 1.1% of 290,000 active | GPR7-expressing cells, fluorescence antagonist assay | Neuropeptides B/W receptor type 1 (Homo sapiens), P48145 | inhibition, % at 4.4 µM; in the data active means inhibition above about 16%, passing the limit was not always enough;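 further: cells stimulated with the agonist NPW; 0% = agonist with vehicle and 100% = vehicle without agonist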
Target sequence (P48145 whole entry, looked up): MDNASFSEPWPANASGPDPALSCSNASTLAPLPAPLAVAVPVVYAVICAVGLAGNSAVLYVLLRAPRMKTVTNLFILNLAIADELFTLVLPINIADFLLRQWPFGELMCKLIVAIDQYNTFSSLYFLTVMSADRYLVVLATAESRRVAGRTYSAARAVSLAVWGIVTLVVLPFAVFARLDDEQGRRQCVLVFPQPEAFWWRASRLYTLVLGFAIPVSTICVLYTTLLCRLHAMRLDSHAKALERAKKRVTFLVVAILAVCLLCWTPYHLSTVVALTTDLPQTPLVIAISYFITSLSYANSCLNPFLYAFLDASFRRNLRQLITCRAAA
OXTR potentiate: human OXTR potentiators, primary screen, fluorescence, CHO-OTR cells, Fluo-8 calcium; Oxytocin receptor (Homo sapiens), P30559; Fluo-8 calcium fluorescence, potentiator mode; 0% = oxytocin EC15, 100% = EC100; activation, % at 3 µM; 0.061% of 320,000 active; AID 2445, 2010;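 active means activation above that plate's cutoff, the mean activation of tested compounds plus 3 SD, cut at about 6.6% in these data, passing the limit was not always enough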;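 further: 100% uses oxytocin at 75 nM as the full agonist control; some results filed as inactive read as strong as hits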
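Material: CHO-OTR cells, human receptor; compound dosing: single dose, 3.0 µM nominal final compound concentration; schedule: 6 min compound pre-incubation at room temperature, 100 s kinetic read; measured by: kinetic Fluo-8 calcium fluorescence; read-out basis: % activation vs EC15 and EC100 oxytocin; controls: EC15 oxytocin alone as 0%, 75 nM oxytocin as 100%; replicates: singlicate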
TAAR1 antagonist: human TAAR1 antagonists, primary screen, Fluo-8 calcium fluorescence, CHO RD-HGA16 cells; Trace amine-associated receptor 1 (Homo sapiens), Q96RJ0; inhibition, % at 3 µM; 1.5% of 360,000 active; antagonist;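 active means inhibition above a per-plate cutoff, the mean inhibition of test compounds on that plate plus 3 SD, cut at about 49% in these data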;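 further: 0% = DMSO plus EC80 beta-PEA response and 100% = DMSO alone without agonist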
Target sequence (Q96RJ0 whole entry, looked up): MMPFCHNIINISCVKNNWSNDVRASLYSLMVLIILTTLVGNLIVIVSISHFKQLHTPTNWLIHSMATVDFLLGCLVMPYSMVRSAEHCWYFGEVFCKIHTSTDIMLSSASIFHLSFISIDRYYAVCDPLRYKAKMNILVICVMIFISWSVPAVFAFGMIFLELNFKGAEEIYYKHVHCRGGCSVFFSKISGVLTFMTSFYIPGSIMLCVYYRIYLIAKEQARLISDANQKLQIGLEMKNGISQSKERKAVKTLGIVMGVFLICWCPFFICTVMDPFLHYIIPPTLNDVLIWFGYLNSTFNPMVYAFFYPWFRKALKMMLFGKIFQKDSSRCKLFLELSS
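Assay system: RD-HGA16 CHO cells with stable hTAAR1 and Gα16 / Reagent: EC80 β-phenethylamine stimulus / Doses: 3 µM, single point / Timing: dye loading 75 min at 37 °C, then 30 min room temperature / Measured by: Fluo-8 intracellular calcium dye fluorescence, real-time kinetic reads / Controls: vehicle wells and EC80 agonist wells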
M1 ag parental: counter-screen for M1 agonists: effect in parental CHO-K1 cells. Fluo-8 calcium fluorescence; scaled to maximal ATP response, vehicle zero. activation, % at 3 µM. 0.48% of 360,000 active; in the data active means activation above about 15%;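 further: untransfected CHO-K1 host cells lacking M1 receptor as counterscreen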
CHO parental Ca: ATP-evoked calcium signal inhibitors, parental CHO, primary screen, counter-screen for OX1R antagonist project, cell-based, fluorescence, Fluo-8 calcium dye; parental CHO-K1, ATP-induced calcium, Fluo-8 fluorescence; inhibition, % at 5.6 µM; 0.63% of 330,000 active; AID 463079, 2010;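 active means inhibition above that plate's mean sample inhibition plus 3 SD, cut at about 26% in these data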;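 further: 0% = ATP-challenged DMSO wells and 100% = DMSO wells without ATP; some compounds past the cut are filed as inactive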
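Material: parental CHO cells / Compound: single nominal dose of 5.6 µM per compound / Signal: Fluo-8 fluorescence / Replicates: singlicate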
CHO-K1 Ca PAM: nonselective calcium activators in parental CHO-K1 cells, primary screen, counter-screen for M1 PAM project, cell-based, Fluo-8 calcium fluorescence, full deck, 1536-well; ATP EC20; 0% at ATP EC20, 100% at ATP max; activation, % at 3 µM; 0.02% of 360,000 active; AID 602247, 2012;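 active means activation above the run cutoff, the mean activation of all test compounds plus 3 SD, cut at about 40% in these data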;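 further: peak over basal fluorescence ratio in a 140 s read after ATP addition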
OXTR agonist: human OXTR agonists, primary screen, fluorescence, CHO-OTR cells, Fluo-8 calcium | Oxytocin receptor (Homo sapiens), P30559 | Fluo-8 calcium fluorescence; normalized: DMSO 0%, oxytocin 100% | activation, % at 3 µM | 0.32% of 320,000 active | AID 2435, 2010;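 active means activation above the mean of all tested compounds plus 3 SD, cutoff set per screening run, cut at about 20% in these data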;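 further: peak over basal fluorescence ratio from a 100 s FLIPR kinetic read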
* marks the source's active call; other numbers are inactive results; x = no result given; & = joins results of further samples. This is a subset (hit frequency here may not be typical).

SMILES | V1aR counter | CHO-K1 Ca antag | GPR7 antag | OXTR potentiate | TAAR1 antagonist | M1 ag parental | CHO parental Ca | CHO-K1 Ca PAM | OXTR agonist
CC(=O)Nc1cc([As](=O)(O)O)ccc1O | 1.3 | -10.6 | -13.7&2.2 | -4.8 | 6.5 | -0.3 | 6.6 | 6.1 | 1.0
Cn1cccc1CNCCc1ccccc1 | 1.2 | x | 6.3 | 0.0 | x | x | -16.2 | x | 0.4
Cc1cc(C)nc(/N=C(\N)c2c(O)[nH]c(=O)[nH]c2=O)n1 | -0.8 | -5.9 | -9.0 | -4.1 | 0.2 | 0.8 | 0.4 | 23.0 | -0.3
Cc1nn(CC(=O)N2CCC3(CC2)OCCO3)c(=O)c2cc3ccccc3n12 | 1.7 | -16.8 | -2.5 | -4.6 | -21.7 | 1.9 | -7.4 | 19.6 | -0.2
c1ccc(C(c2ccccc2)c2ccncc2)cc1 | x | -10.2 | x | x | -8.5 | 1.2 | x | 19.5 | x
Clc1ccccc1CNC1CN2CCC1CC2 (centres undefined) | 0.7 | 1.3 | -3.0 | 4.8 | -11.6 | -0.1 | -0.3 | 6.8 | 0.3
Cc1ccc(OCC(=O)N2CCN(Cc3ccc4c(c3)OCO4)CC2)cc1 | 1.1 | 29.6* | 11.3 | -7.5 | 15.1 | 0.0 | -8.4 | -18.0 | -0.5
CC(C)[C@]12O[C@H]1[C@@H]1O[C@]13[C@]1(O[C@H]1C[C@H]1C4=C(CC[C@@]13C)C(=O)OC4)[C@@H]2O | -0.3 | x | -15.9 | -3.1 | x | x | -12.1 | x | 0.0
Oc1cc2c(cc1CN1CCN(c3ccc(F)cc3)CC1)OCO2 | 2.5 | -11.2 | 3.3 | -8.9 | -20.5 | 1.8 | -3.2 | -2.5 | 0.8
O=C(CN1CCOCC1)NCC(=O)Nc1ccc(Br)cc1C(=O)c1ccccc1 | -0.4 | -0.8 | -0.8 | -7.5 | 21.2 | 0.0 | -12.3 | -3.9 | -0.2
CC1=CC(=C2C(=O)NC(=O)NC2=O)C=C(C(F)(F)F)N1Cc1ccccc1 | 0.0 | 12.4 | 0.8 | 2.0 | 3.1 | 0.0 | -0.2 | -10.6 | 0.4
CCCCCN1C(=O)c2cc(OC)ccc2[C@@]2(C(=O)OCC)Cc3cc(Cl)ccc3[C@@H]12 | x | -1.9 | x | x | 3.7 | 2.7 | x | 12.9 | x
CCOC(=O)[C@]12Cc3cc(Cl)ccc3[C@H]1N(C1CCCCC1)C(=O)c1cc(OC)ccc12 | x | 33.1* | x | x | 63.4* | 4.2 | x | 1.7 | x
CC1=C(N2CC2)C(=O)C(CO)=C(N2CC2)C1=O | x | -10.7 | x | x | -9.3 | 0.5 | x | -5.1 | x
Cc1cc(C)c(-n2c(O)c(/C=N/NC(=O)c3ccncc3)c(=O)[nH]c2=O)c(C)c1 | 0.5 | -2.3 | -11.2 | 2.1 | -33.7 | 0.7 | -4.4 | 1.3 | 0.8
C=CCn1c(O)c(N=Nc2c(C)n(C)n(-c3ccccc3)c2=O)c(=O)[nH]c1=S | 0.9 | -6.5 | 12.4 | 6.4 | 7.5 | 0.5 | -6.3 | 15.0 | 1.1
CC(=O)CC(c1ccccc1[N+](=O)[O-])c1c(O)c2ccccc2oc1=O (centres undefined) | -0.2 | 11.4 | -10.7 | -2.0 | -36.0 | 2.7 | -17.4 | -17.7 | 0.1
CCCCn1c(O)c(C(C)=NC(C)c2ccccc2)c(=O)[nH]c1=O (centres undefined) | 1.1 | 3.4 | -18.0 | -4.3 | 5.4 | 1.2 | -34.3 | 6.7 | -2.3
Cn1c(=O)[nH]c2nncnc2c1=O | 0.8 | -8.2 | x | -2.1 | -9.0 | 0.2 | -2.0 | -15.3 | 1.3
COC(=O)[C@@H]1C[C@@]1(C)[C@@H](NP(=O)(c1ccccc1)c1ccccc1)c1ccccc1 | 0.5 | -17.6 | -5.1 | -14.6 | 16.9 | 0.2 | -14.3 | 23.0 | -0.3
COc1ccccc1-n1c(-c2ccccc2Br)nc2ccccc2c1=O | -1.2 | 4.3 | -0.7 | -3.2 | 8.6 | 0.5 | -6.7 | -11.7 | -1.5
CCOC(=O)C1C(=O)NC23CCCC2C1c1ccccc1O3 (centres undefined) | 1.5 | 2.3 | 9.1 | -12.7 | 8.5 | -0.5 | -15.2 | 3.3 | -1.0
COc1cccc(NC(=O)[C@@H](NC(=O)N2C[C@H]3C[C@@H](C2)c2cccc(=O)n2C3)C(C)C)c1 | 0.0 | -4.0 | -10.4 | 11.2* | -3.9 | 0.7 | -9.4 | 7.4 | 2.6
CCCCCn1cc(C(=O)C(=O)N2CCOCC2)c2ccccc21 | 0.5 | -11.9 | 1.9 | 4.6 | -30.7 | 3.7 | -13.6 | 29.9 | -1.6
C=C(C=O)CC1CC(O)[C@]2(C)OC3CC4OC5C[C@]6(C)O[C@]7(C)CCC8OC9C[C@]%10(C)OC%11C(C)=CC(=O)OC%11CC%10OC9C[C@@H](C)C8OC7CC6O[C@]5(C)CC5OC5C4OC3CC2O1 (some centres undefined) | -0.5 | -10.4 | -8.5 | -6.5 | x | 0.5 | 1.2 | 16.1 | -0.4

The listing continues.
SMILES | V1aR counter | CHO-K1 Ca antag | GPR7 antag | OXTR potentiate | TAAR1 antagonist | M1 ag parental | CHO parental Ca | CHO-K1 Ca PAM | OXTR agonist
C=CCn1c(O)c(C(CC)=Nc2ccc(C(=O)O)cc2)c(=O)[nH]c1=O | 0.1 | -7.8 | -3.7 | -13.7 | -12.0 | 0.3 | -5.5 | 4.2 | 0.3
COC(=O)C1=C(c2ccc(OC(F)(F)F)cc2)C[C@@H]2CC[C@H]1N2C(=O)NCCOc1ccccc1 | 0.8 | 4.5 | x | -1.1 | -1.6 | -0.5 | -35.6 | -4.6 | 0.0
Cc1cc(C)cc(-n2c(C)cc(/C=C3\C(=O)NC(=O)N(C)C3=O)c2C)c1 | -0.3 | 15.5 | 4.5 | -8.4 | -16.1 | 0.2 | -21.8 | -12.2 | -1.1
CCCCN1C(=O)/C(=C/c2ccc(N(C)C)cc2)C(=O)N(Cc2ccco2)C1=O | 2.9 | 4.8 | 3.5 | -7.3 | 15.6 | 4.2 | 13.0 | 5.9 | 0.2
COc1ccc(NC(c2ccccc2)P(=O)(Oc2ccccc2)Oc2ccccc2)cc1 (centres undefined) | 1.0 | 4.1 | -5.6 | -12.1 | -10.8 | 0.3 | -3.1 | -4.9 | 4.0
CN1CCN(c2cn[nH]c(=O)c2Cl)CC1 | 1.2 | -3.7 | 2.6 | -1.6 | -4.2 | -0.2 | 5.0 | 18.8 | 0.9
Cc1cccc(C)c1-n1nnnc1C(C1CC1)N1CCC(n2c(=O)[nH]c3ccccc32)CC1 (centres undefined) | x | 1.9 | x | x | 18.8 | 0.8 | x | 4.5 | x
O=C1NC(=S)NC(=O)C1=Cc1ccc2c(c1)CCN2CCCCl | 0.3 | 0.6 | -14.6 | -2.6 | x | 0.8 | -18.0 | 15.8 | 0.1
O=P(c1ccccc1)(c1nc2ccccc2s1)N1CCOCC1 (centres undefined) | -0.1 | 11.1 | -3.6 | -2.8 | -4.7 | 0.0 | -1.8 | 7.0 | 0.2
CCN(CC)C(=O)c1ccc(NC(=O)c2ccc(-n3cncn3)c([N+](=O)[O-])c2)cc1 | -0.2 | 17.6 | x | -2.7 | -10.7 | 0.2 | -5.0 | -1.3 | 0.0
CCN1C[C@]2(C)CC[C@H](O)[C@]34C1[C@H](C[C@H]23)[C@@]1(O)C[C@H](OC)[C@H]2C[C@@H]4[C@@H]1C2O (some centres undefined) | 1.4 | 12.1 | x | -3.5 | 1.2 | -0.1 | -11.8 | -3.9 | 0.7
O=C(Cc1cccs1)N1CCC2(CC1)OCCO2 | 0.3 | -11.0 | -7.0 | -8.3 | -1.0 | 0.2 | 5.2 | 1.4 | 0.7
Cc1ccsc1C(=O)C1CCCN(Cc2cccc(OCCO)c2)C1 (centres undefined) | 0.9 | -13.5 | -1.7 | 2.7 | 0.1 | 0.2 | -14.7 | 3.1 | 0.4
CCOC(=O)C1=Nc2ccccc2/C1=C\c1c(O)n(C)c(=O)n(C)c1=O | 1.8 | -11.1 | -9.6 | -9.3 | -21.2 | 2.5 | -26.0 | 15.4 | 0.8
O=C(Cn1cc(C(=O)c2ccccc2)c2ccccc21)NCc1ccco1 | 0.7 | 7.1 | 0.8 | -9.7 | -5.2 | -0.2 | -29.0 | 3.5 | -1.7
Cc1cc(/C=C2\C(=O)NC(=O)N(c3ccc(F)cc3)C2=O)c(C)n1-c1cccc(C(=O)O)c1 | 0.6 | -2.2 | -17.5 | -2.2 | 0.0 | 0.9 | 1.8 | 8.3 | 0.4
CC(=NCc1ccco1)c1c(O)n(C)c(=O)n(C)c1=O | 0.2 | 2.7 | 4.1 | -5.1 | -7.6 | 0.8 | 1.1 | 9.7 | 1.3
CN1CCC2(CC1)N=C(c1ccc(F)cc1)C(=S)N2 | 1.6 | -0.6 | -4.8 | -3.1 | -7.0 | -0.3 | -5.2 | 1.5 | 1.3
Cc1cccc(N2C(=O)/C(=C/c3ccc(N4CCN(C)CC4)o3)C(=O)NC2=S)c1C | 1.9 | 11.6 | -7.8 | -3.4 | -14.1 | 0.1 | -7.0 | -8.7 | 1.1

Whole records, quoted from the list.
`Cc1cccc(C)c1-n1nnnc1C(C1CC1)N1CCC(n2c(=O)[nH]c3ccccc32)CC1` (centres undefined) across the screens: V1aR counter: x; CHO-K1 Ca antag: 1.9; GPR7 antag: x; OXTR potentiate: x; TAAR1 antagonist: 18.8; M1 ag parental: 0.8; CHO parental Ca: x; CHO-K1 Ca PAM: 4.5; OXTR agonist: x
`CC(=NCc1ccco1)c1c(O)n(C)c(=O)n(C)c1=O` across the screens: V1aR counter: 0.2; CHO-K1 Ca antag: 2.7; GPR7 antag: 4.1; OXTR potentiate: -5.1; TAAR1 antagonist: -7.6; M1 ag parental: 0.8; CHO parental Ca: 1.1; CHO-K1 Ca PAM: 9.7; OXTR agonist: 1.3

Rewritten comma-delimited: part of the list above
compound,V1aR counter,CHO-K1 Ca antag,GPR7 antag,OXTR potentiate,TAAR1 antagonist,M1 ag parental,CHO parental Ca,CHO-K1 Ca PAM,OXTR agonist
Cc1cccc(C)c1-n1nnnc1C(C1CC1)N1CCC(n2c(=O)[nH]c3ccccc32)CC1 (centres undefined),x,1.9,x,x,18.8,0.8,x,4.5,x
O=C1NC(=S)NC(=O)C1=Cc1ccc2c(c1)CCN2CCCCl,0.3,0.6,-14.6,-2.6,x,0.8,-18.0,15.8,0.1
